Screening results as filed in PubChem.
Lipid storage S3 = qHTS Assay for Lipid Storage Modulators in Drosophila S3 Cells | Drosophila S3 cells, BODIPY lipid droplet fluorescence, 18-24 h; cells fed with added oleic acid | 0.64% of 320,000 active | AID 2685, 2010 | lipid storage change, negative = inhibition, % at the top dose, mostly 46.1 µM; hits show Potency in µM; active = well fitted inhibition curve with a large enough effect in the signal ratio, with a control signal flat, not every such curve was filed as active; inconclusive = small, poorly fitted or top-dose-only effect, or effect the other way, or a change in a side signal; the % refers to the signal ratio
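Drosophila S3 cells loaded with oleic acid (400 uM, as added) and compounds at several concentrations; lipid droplets imaged by 488-nm laser-scanning cytometry, 500–530 nm intensity and object ratio to cell channel. Percent activity normalized to 20 uM Triacsin C.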
Lipid storage S3 cell count max = second read-out of Lipid storage S3, no call of its own (marks repeat the call); cell number change, %; measured here: cell count max response;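 cells counted by Cell Tracker Red CMTPX staining in the red channel; peak over a dose series mostly up to 46.1 µM; percent activity relative to internal control wells on each plate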
* = called active by the depositor; i = inactive; ? = inconclusive; nt = no result given; [ ] = remark or other dose. % is set by controls: 0 for no effect and ±100 for the full control effect; potency is the fitted concentration of half-maximal effect. These rows are one share of the data; count on the stated rates, not on these rows.

SMILES | Lipid storage S3 | Lipid storage S3 cell count max
COc1ccc(S(=O)(=O)N2CCC(C(=O)NCc3cccnc3)CC2)cc1OC | ? | nt
COc1ccccc1OCCC(=O)Nc1nc(C)cs1 | -9.9% | 2.0
CCOc1cc(Cl)c(NC(C)=O)cc1OCC | ? | nt
CN(CCOc1ccccc1)C(=O)c1cc([N+](=O)[O-])cc([N+](=O)[O-])c1 | 0.0% | 0.5
COC(=O)c1ccsc1NC(=O)c1ccc(Cl)s1 | 10.0% | 8.0
COc1ccccc1CNC(=O)c1oc2ccccc2c1C | ? | nt
O=C(O)c1ccccc1/C=N/NC(=O)C1CCCCC1 | -7.6% | -1.8
Cc1ccccc1-c1nc2cc(N)ccc2o1 | ? | nt
O=C(NCSc1ccncn1)c1ccccc1 | -29.6% | 22.4
O=C(O)c1cc(-c2ccc3ccccc3c2)nc2ccc(F)cc12 | 19.7% | 9.1
Cc1ccccc1CCNC(=O)C1CCC(=O)N(CCc2cccc(F)c2)C1 (stereo not given) | 18.3% | 4.0
O=C(c1ccco1)N1CCN(C(=O)C2Cc3ccccc3CN2S(=O)(=O)c2ccc(F)cc2)CC1 (stereo not given) | ? | nt
Cc1[nH]c2c(ccc3ccccc32)c1C1C(CCN)C1(C)C (stereo not given) | ? | nt
O=C(Nc1ccccc1)c1c(F)cccc1F | ? | nt
C1CCc2c(nc3nnnn3c2NC2CCCC2)C1 | ? | nt
CC(C)(C)NC(=O)c1cnn(-c2ccccc2)c1NC(=O)c1ccccc1 | ? | nt
CC(C)(C)CN1CCN(CC#Cc2ccccc2)CC1CCO (stereo not given) | ? | nt
COc1ccc(-n2c(C)c(C)c3c(NCCO)ncnc32)cc1 | 19.5% | -0.7
COCCCN1C(=O)C(O)=C(C(=O)c2ccco2)C1c1ccc(Br)cc1 (stereo not given) | ? | nt
Cc1cc(C)nc(-n2nc(C)cc2NC(=O)COC(=O)CCC(=O)c2cccs2)n1 | -16.9% | 1.8
CCc1cccc(CC)c1NC(=O)c1ccccc1CCc1ccccc1 | -17.2% | -15.8
Cc1nc(C(=O)NCCO)cc2c1[nH]c1ccccc12 | 1.2% | -4.8
COc1cc(-c2nc3ccccc3c(=O)n2N)cc(OC)c1OC | 10.1% | 12.9
O=C(COC(=O)c1c[nH]c2ccccc12)Nc1cccc(F)c1 | ? | nt
CSc1nc2nc(C)c(C/C=C/c3ccccc3)c(=O)n2[nH]1 | 10.3%[9.22 µM] | -5.5

Whole records as entered above:
COC(=O)c1ccsc1NC(=O)c1ccc(Cl)s1 is listed with Lipid storage S3: 10.0%; Lipid storage S3 cell count max: 8.0
CC(C)(C)CN1CCN(CC#Cc2ccccc2)CC1CCO (stereo not given) is listed with Lipid storage S3: ?; Lipid storage S3 cell count max: nt
COc1ccccc1CNC(=O)c1oc2ccccc2c1C is listed with Lipid storage S3: ?; Lipid storage S3 cell count max: nt

Remaining list, next part.
SMILES | Lipid storage S3 | Lipid storage S3 cell count max
COc1cccc(C(=O)/C=C/Nc2ccc(NC(C)=O)cc2)c1 | 1.3% | 4.5
O=C(COc1ccc(F)cc1Br)NCc1ccccn1 | 18.0% | -7.0
CCCCCCCC/C=C\CCCCCCCC(=O)NCCO | -2.3% | -9.6
COc1ccc(CCNC(=O)[C@@H](NC(=O)N2CC(=O)Nc3ccccc32)C(C)C)cc1OC | i | 7.4
C=CCNC(=O)CN1CCC(O)(c2ccccc2)CC1 | -1.0% | 10.9
O=C(CNC(=O)c1ccncc1)N/N=C/c1cc(Br)ccc1O | -6.5% | -8.8
COc1ccccc1NC(=O)Nc1nc(CC(=O)N2CCN(c3ccccc3OC)CC2)cs1 | ? | nt
Cc1ccccc1C(=O)Nc1nnc(-c2ccncc2)o1 | ? | nt
COc1cc(C(=O)N/N=C/c2ccc(OC)c(CN3CCN(c4ccc(F)cc4)CC3)c2)ccc1O | 14.8% | 15.7
CCC(=O)N1CCc2cc(S(=O)(=O)NC(C(=O)N3CCc4ccccc4C3)C(C)C)ccc21 (stereo not given) | 23.5% | -8.6
Cc1ccccc1OCCC(=O)OCC(=O)Nc1c(F)cccc1F | ? | nt
N#CC1=C(SCC(N)=O)NC2=C(C(=O)c3ccccc32)C1c1ccc(Cl)cc1 (stereo not given) | -18.3% | 0.4
CCOC(=O)c1[nH]ncc1CN1CCCC(C(=O)c2ccc(SC)cc2)C1 (stereo not given) | 1.7% | 1.0
CCn1c(SCc2nc(-c3ccccc3)no2)nnc1-c1ccco1 | 1.3% | -17.3
COC(=O)c1cccc(NC(=O)CCc2ccccc2)c1 | ? | nt
O=C(NCc1ccco1)c1cc(Cl)nc(Cl)c1 | i | 1.9
COc1ccc(OC)c(S(=O)(=O)NC2CCCCNC2=O)c1 (stereo not given) | 0.5% | -1.4
COc1cc(OC)cc(C(=O)N2CCN(C(=O)c3cccnc3)CC2)c1 | ? | nt
COC(=O)C1CCN(C(=O)CC(NC(=O)C(F)(F)F)c2cccs2)CC1 (stereo not given) | 1.0% | nt
O=C(CN1C(=O)S/C(=C\C=C\c2ccccc2)C1=O)Nc1ccc(C(=O)O)cc1 | 17.1% | 2.4
O=C(O)CSCC(=O)Nc1ccccc1SCCS(=O)(=O)c1ccc(Cl)cc1 | 2.4% | 9.8
O=[N+]([O-])c1nn(-c2ccc(Cl)cc2)n(O)c1=NCc1ccncc1 | ? | nt
CCOc1cc(N2CCOCC2)c(OCC)cc1NC(=O)COC(=O)[C@H](Cc1c[nH]c2ccccc12)NC(C)=O | ? | nt
O=S(=O)(c1ccc(F)cc1)N1CCN(c2nc(-c3ccc(F)cc3)cs2)CC1 | -8.7% | -1.7
CCC(=O)NCc1csc(-c2cccs2)n1 | 7.2% | 6.2

Molecules listed so far containing a thiophene ring, fused or not, in the order listed:
SMILES | Lipid storage S3 | Lipid storage S3 cell count max
COC(=O)c1ccsc1NC(=O)c1ccc(Cl)s1 | 10.0% | 8.0
Cc1cc(C)nc(-n2nc(C)cc2NC(=O)COC(=O)CCC(=O)c2cccs2)n1 | -16.9% | 1.8
COC(=O)C1CCN(C(=O)CC(NC(=O)C(F)(F)F)c2cccs2)CC1 (stereo not given) | 1.0% | nt
CCC(=O)NCc1csc(-c2cccs2)n1 | 7.2% | 6.2

Later entries.
SMILES | Lipid storage S3 | Lipid storage S3 cell count max
COc1cc(S(=O)(=O)N2CCCCC2)ccc1NC(=O)/C=C/c1ccccc1 | ? | nt
Cc1ccc(C)c(S(=O)(=O)Nc2ccccc2C(=O)Nc2ccccc2N2CCOCC2)c1 | ? | nt
CCNC(=S)N=Nc1c(O)[nH]c2ccc(C(C)C)cc12 | ? | nt
O=C(CSc1nccn1Cc1ccc(F)cc1)Nc1ccc(F)cc1F | ? | nt
CC(=O)C1=C(C)Nc2ncnn2C1c1ccccc1Cl (stereo not given) | -7.9% | -7.2
CN(C)S(=O)(=O)c1ccc(NC(=O)/C=C/c2ccccc2Cl)cc1 | -24.8% | -2.2
CN1CCC(=O)N([C@H](CSc2ccc(Br)cc2)c2ccccc2)CC1 | 3.6% | nt
C=CCNC(=S)N(Cc1ccccc1)Cc1ccccc1 | ? | nt
COc1ccc2cc(S(=O)(=O)N3CCOCC3)ccc2c1 | ? | nt
CCOc1ccc(S(=O)(=O)N2CCN=C2Cc2ccccc2)cc1C | ? | nt
CC(=O)Nc1cccc(NC(=O)c2ccco2)c1 | ? | nt
CCOC(=O)c1nn(-c2ccc(F)cc2)c(=O)cc1OCC(=O)Nc1cccc(C)c1 | ? | nt
CC(C(=O)O)n1nnc2ccccc21 (stereo not given) | -3.4% | 13.9
O=S(=O)(NCc1ccc2c(c1)OCO2)c1cccc(F)c1 | ? | nt
COc1cc2cc(CN(Cc3cccs3)C(=S)Nc3ccccc3)c(=O)[nH]c2cc1OC | ? | nt
CCCc1nc2ccccc2[nH]1 | ? | nt
CCc1ccc(OCC(=O)Nc2ccc(-c3nc4ccccc4o3)c(O)c2)cc1 | i | -17.1
CCc1ccc(-c2nc(CCl)cs2)cc1 | -0.4% | -8.6
C/C(=N\Nc1ccc(C)c(Cl)c1)c1ccncc1 | ? | nt
O=C(N/N=C/c1ccncc1)c1cccc(NC(=O)c2ccccc2Cl)c1 | ? | nt
O=C(CSc1ncn[nH]1)N1N=C2/C(=C/c3ccco3)CCCC2C1c1ccco1 (stereo not given) | i | nt
Cc1cc(OCC(=O)N(C)C)c2c(-c3ccccc3)cc(=O)oc2c1 | -3.7% | 6.6
Cn1c(COc2ccc(C(=O)O)cc2)nc2ccccc21 | -1.3% | 7.0
O=C1c2ccccc2NC(c2ccc(O)cc2)N1/N=C/c1ccc(O)cc1 (stereo not given) | ? | nt
O=C(Nc1cccnc1)c1ccc(N2CCCC2)c([N+](=O)[O-])c1 | -13.3% | -14.7
Next results
SMILES | Lipid storage S3 | Lipid storage S3 cell count max
COc1cc(/C=C2\SC(=S)N(NS(=O)(=O)c3ccccc3)C2=O)cc(OC)c1OC | -17.1% | -14.7
Cc1ccc(N2C(=O)CC(Sc3ccccc3C(=O)O)C2=O)c([N+](=O)[O-])c1 (stereo not given) | -13.3% | 15.2
COc1cccc(CN(C)C(=O)c2ccc(S(=O)(=O)Nc3ccccc3F)cc2)c1OC | 20.5%[0.0737 µM] | nt
Cc1ccc(Cn2ccc(NC(=O)c3cc(-c4ccco4)on3)n2)cc1 | -6.9% | -1.8
CCc1ccc(NC(=O)N2CCN(c3ccccc3)CC2)cc1 | ? | nt
CCOc1cc2[nH]c(=S)n(CCC(=O)N3CCc4ccccc4C3)c(=O)c2cc1OCC | -4.8% | -3.2
O=C(NCCCN1CCOCC1)c1cc(-c2cccs2)on1 | ? | nt
NC(=O)c1c(NC(=O)C(=O)NCCCN2CCOCC2)sc2c1CCCC2 | ? | nt
Cc1ccc(O)c(NC(=O)c2cccc(NC(=O)c3ccco3)c2)c1 | i | 23.8
COC(=O)c1ccc(COc2ccc(C#N)cc2)o1 | i | 5.8
Cc1cc(S(=O)(=O)N(Cc2ccc(C(C)C)cc2)CC2CCCO2)ccc1-n1cnnn1 (stereo not given) | -7.3% | -15.6
CC(C)c1nnc2c(N(C)S(=O)(=O)c3ccccc3)nc3ccccc3n12 | ? | nt
COc1ccc(-c2cc(C(=O)N/N=C(\C)c3cccnc3)c3ccccc3n2)c(OC)c1 | ? | nt
CCCCOC(=O)Cn1c(=N)n(CCC)c2ccccc21 | -20.7% | -7.8
Cc1cccc(NS(=O)(=O)c2cccs2)n1 | ? | nt
COCCOc1cc(Nc2nnc(C(F)(F)F)s2)c(Cl)cc1Cl | ? | nt
C#CC(C)(CC)NC(=O)c1cc(OC)c(OC)c(OC)c1 (stereo not given) | ? | nt
COc1ccc(NC(=O)c2csc(Cc3ccc(Cl)cc3)n2)cc1 | -7.9%[9.22 µM] | -12.4
COc1ccccc1C(O)(c1ccccc1)C(CN1CCOCC1)c1ccccc1 (stereo not given) | ? | nt
C#CCOCCOCCOCCNc1nc(N2CCN(C(=O)[C@H](C(C)C)n3cc(CCO)nn3)CC2)nc(N2CCN(C(=O)[C@H]([C@@H](C)CC)n3cc(CCCN=C(N)N)nn3)CC2)n1 | 4.3% | 10.1
CCSc1nnc(NC(=O)CSc2nccn2-c2cccc(C)c2C)s1 | -16.2% | -8.3
Cc1nc2ccc(Oc3ccccc3)cc2s1 | 0.7% | nt
O=C(c1ccc(Cl)cc1)N1CCc2ccccc21 | -16.4% | -6.5
CC1CCCN(S(=O)(=O)c2ccc(C(=O)Nc3nnc(-c4ccccn4)o3)cc2)C1 (stereo not given) | ? | nt
O=C(CN1CCN(c2ccccc2)CC1)Nc1ccc(F)cc1 | ? | nt

Part of the list above in order of heavy-atom count, lowest first.
SMILES | Lipid storage S3 | Lipid storage S3 cell count max
CN1CCC(=O)N([C@H](CSc2ccc(Br)cc2)c2ccccc2)CC1 | 3.6% | nt
O=S(=O)(c1ccc(F)cc1)N1CCN(c2nc(-c3ccc(F)cc3)cs2)CC1 | -8.7% | -1.7
COc1ccc(-c2cc(C(=O)N/N=C(\C)c3cccnc3)c3ccccc3n2)c(OC)c1 | ? | nt

The list continues.
SMILES | Lipid storage S3 | Lipid storage S3 cell count max
CCOC(=O)N1CCN(C(=O)c2cccc(OC)c2OC)CC1 | i | nt
COC(=O)C1(Cc2cc(-c3cccnc3)no2)CCN(C(=O)OC(C)(C)C)CC1 | ? | nt
CC(O)CNc1nc2c(c(=O)n(Cc3ccc(Cl)c(Cl)c3)c(=O)n2C)n1C (stereo not given) | ? | nt
COc1ccc(S(=O)(=O)Nc2ncccn2)cc1 | ? | nt
O=C1C=C(NC2=CC3OC(c4ccccc4)OCC3OC2=O)CCC1 (stereo not given) | ? | nt
Cc1cccc(C)c1NC(=O)C(=O)NCc1ccccn1 | 8.7% | -2.2
CCC(C)[C@H](NC(=O)N1CCCCCC1)C(=O)O (stereo not given in full) | ? | nt
C=CCn1c(SCC(=O)N(CCO)CCO)nc2sc3c(c2c1=O)CCC3 | 23.7% | 6.8
CCNC(=O)c1cccc(NC(=O)CN2C(=O)NC3(CCCCC3)C2=O)c1 | -24.4% | nt
S=c1[nH]nc2c3c4c(sc3ncn12)CCCC4 | ? | nt
CC1(C)C(C=C(Cl)Cl)C1C(=O)Nc1ccc([N+](=O)[O-])cc1 (stereo not given) | ? | nt
COC(=O)C1=C(C)OC(N)=C(C#N)C1c1cc2cccc(C)c2nc1Cl (stereo not given) | ? | nt
C=CCn1c(C(C)NC(=O)CC)nc2ccccc21 (stereo not given) | i | nt
O=C1/C(=C/c2cccs2)SC(=S)N1CCCC(=O)N(CCO)c1ccccc1 | -14.3% | 6.1
Cc1ccc(N(CC(=O)NC(C)(C)C)C(=O)CS(=O)CC(=O)Nc2ccc(F)cc2)cc1 (stereo not given) | 6.7% | 1.8
